Screening data as filed in PubChem BioAssay.
Dengue inhibitors – Dengue virus cytopathic effect inhibitors, cell-based, CPE readout, HTS (AID 540333); Dengue virus CPE inhibition in host cells; hits give high values; CPE inhibition, % at 20 µM; 10,000 tested, 3.1% active; in the data active = CPE inhibition mostly above about 9.1%, no sharp cut-off; inactive = mostly below about 7.2%
* hit, by the source's call. This is a subset (hit frequency here may not be typical).

`COC(=O)C1=C(c2c(C)noc2C)C[C@@H]2CC[C@H]1N2C(=O)NCCOc1ccccc1` gave Dengue inhibitors 2.5.
Screening COC(=O)C1=C(c2ccc(F)cc2F)C[C@@H]2CC[C@H]1N2C(=O)NCCOc1ccccc1Cl returned Dengue inhibitors 3.7.
For CN1C(=O)N(C)C(=O)C2(Cc3cc([N+](=O)[O-])ccc3N(C)C2c2ccccc2)C1=O (stereo not given) the results were Dengue inhibitors 0.9.
Screening O=C1NC(=O)N(c2ccc(F)cc2)C(=O)/C1=C/c1ccc2c(c1)CCCN2Cc1ccccc1 returned Dengue inhibitors 7.7.
Screening Cc1c(C(c2ccc(O)cc2)c2c(O)c3ccccc3oc2=O)c(=O)n(-c2ccccc2)n1C (stereo not given) returned Dengue inhibitors 0.2.
Screening CN(C)c1ccc(/C=C/[N+](=O)[O-])cc1 returned Dengue inhibitors inactive.
CSc1ncc(/C=C2/C(=O)NC(=O)N(c3ccc(C(C)C)cc3)C2=O)cn1 was read as Dengue inhibitors inactive.
For COC(=O)C1=C(c2c(C)noc2C)C[C@@H]2CC[C@H]1N2C(=O)NCc1ccc(C(F)(F)F)cc1 the results were Dengue inhibitors 0.8.
For CC1CC(NC(=O)C2C3CCC(O3)C2C(=O)O)CC(C)(C)C1 (stereo not given) the results were Dengue inhibitors inactive.
For C/C(=N\Nc1cccc2ccccc12)c1c(O)n(Cc2ccccc2)c(=O)[nH]c1=O the results were Dengue inhibitors inactive.
`COc1ccccc1Sc1ccccc1CC(C)N` (stereo not given) gave Dengue inhibitors 3.0.
`Cc1c(C=C2C(=O)N(C)C(=O)N(C)C2=O)c(=O)n(-c2ccccc2)n1C` gave Dengue inhibitors 1.4.
Screening O=c1c2ccccc2nc(/C=C/c2ccc3c(c2)OCO3)n1-c1cccc(O)c1 returned Dengue inhibitors 0.7.
For CCOC(=O)C(=CNc1ccc(C(O)(C(=O)OCC)C(F)(F)F)cc1C)C(=O)OCC (stereo not given) the results were Dengue inhibitors 5.4.
Screening COC(=O)C(O)(c1ccc(NC(=O)NC2CCCCC2)cc1)C(F)(F)F (stereo not given) returned Dengue inhibitors inactive.
For CN(C)c1ccc(C=C(C#N)C#N)cc1 the results were Dengue inhibitors inactive.
Screening COC(=O)C1=C(c2ccc3ccccc3c2)C[C@@H]2CC[C@H]1N2C(=O)NC1CCCCC1 returned Dengue inhibitors 6.8.
CCCNC(=O)N1[C@H]2CC[C@@H]1C(C(=O)OC)=C(c1cc3ccccc3o1)C2 was read as Dengue inhibitors 4.1.
Screening O=[N+]([O-])c1ccc(N2CCCC2)cc1N/N=C1\CN2CCC1CC2 returned Dengue inhibitors 5.7.
Clc1ccc2c(c1)C(c1ccccc1Cl)=NCc1nnc(N3CCN(CCOc4ccccc4)CC3)n1-2 was read as Dengue inhibitors 12.
`C=C(C)Cn1c(=O)n(CC2CS2)c2ccccc21` (stereo not given) gave Dengue inhibitors 2.3.
CCOC(=O)c1ccc(-[n+]2c(-c3ccccc3)cc(-c3ccccc3)cc2-c2ccccc2)cc1 was read as Dengue inhibitors inactive.
`CCN1C(=O)NC(=O)/C(=C/c2cc(C)n(-c3sc(C)c(C)c3C#N)c2C)C1=O` gave Dengue inhibitors 1.0.

Some of these compounds in order of heavy-atom count, rising.
For CN(C)c1ccc(C=C(C#N)C#N)cc1 the results were Dengue inhibitors inactive.
`C=C(C)Cn1c(=O)n(CC2CS2)c2ccccc21` (stereo not given) gave Dengue inhibitors 2.3.
Screening O=[N+]([O-])c1ccc(N2CCCC2)cc1N/N=C1\CN2CCC1CC2 returned Dengue inhibitors 5.7.
Screening COC(=O)C(O)(c1ccc(NC(=O)NC2CCCCC2)cc1)C(F)(F)F (stereo not given) returned Dengue inhibitors inactive.
CCCNC(=O)N1[C@H]2CC[C@@H]1C(C(=O)OC)=C(c1cc3ccccc3o1)C2 was read as Dengue inhibitors 4.1.
`CCN1C(=O)NC(=O)/C(=C/c2cc(C)n(-c3sc(C)c(C)c3C#N)c2C)C1=O` gave Dengue inhibitors 1.0.
Screening O=c1c2ccccc2nc(/C=C/c2ccc3c(c2)OCO3)n1-c1cccc(O)c1 returned Dengue inhibitors 0.7.
Screening COC(=O)C1=C(c2ccc3ccccc3c2)C[C@@H]2CC[C@H]1N2C(=O)NC1CCCCC1 returned Dengue inhibitors 6.8.
CCOC(=O)c1ccc(-[n+]2c(-c3ccccc3)cc(-c3ccccc3)cc2-c2ccccc2)cc1 was read as Dengue inhibitors inactive.
Clc1ccc2c(c1)C(c1ccccc1Cl)=NCc1nnc(N3CCN(CCOc4ccccc4)CC3)n1-2 was read as Dengue inhibitors 12.
